Bcl-B displacement – displacers of TR3 peptide from Bcl-B, primary screen, selectivity assay for Bfl-1 inhibitor project, biochemical, fluorescence polarization; Bcl-2-like protein 10 (Homo sapiens); FP displacement of FITC-TR3 peptide from Bcl-B; higher % means a stronger effect; displacement, % at 20 µM; hits with a dose series show IC50 in µM; 96,000 tested, 0.11% active; AID 748, 2007;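 active = displacement above 50% at 20 µM plus a fluorescence interference ratio under 1.5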;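 also: plate controls were wells without compound for no effect and wells lacking Bcl-B protein for full effect; a part of the inactive calls stands beside numbers as strong as those of hits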
MRP reversal – reversal of MRP1-mediated doxorubicin resistance, primary screen, H69AR cells, doxorubicin co-treatment. H69AR cells + 2 uM doxorubicin, CellTiter-Glo, 72 h. differential viability (reversal), % at 10 µM. 85,000 tested, 0.04% active. AID 602, 2007;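 active = viability drop by adding the cancer drug above about 55%, with treated viability meeting a 40% cutoff, limit read from the data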;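 also: viability without doxorubicin minus viability with 2 µM doxorubicin for each compound; larger differential means the compound sensitizes cells more to doxorubicin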
IL1B NFkB inh – inhibitors of IL-1B driven NFkB p65 nuclear import, primary screen, imaging, HUVEC, IL-1B stimulus, high-content imaging; HUVEC IL-1B NFkB p65 nuclear translocation imaging; inhibition, % at 2 µM; 94,000 tested, 0.43% active; AID 796, 2007;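 active = inhibition above about 30% together with a positive call from visual inspection of the well image, limit read from the data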;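 also: nuclear over cytoplasmic p65 intensity ratio measured by imaging; 0% = IL-1B stimulated DMSO wells and 100% = unstimulated DMSO wells; values of inactives mirror those of a sister screen read the other way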
PLAP inhibition – PLAP enzyme inhibitors, biochemical, luminescence, HTS (AID 690); Alkaline phosphatase, placental type (Homo sapiens); purified PLAP, luminescent substrate; higher % means a stronger effect; inhibition, % at 20 µM, or IC50 in µM where a hit was titrated; 96,000 tested, 0.08% active; in the data active = a potency from the dose series; inactive = the rest, 99 in 100 with inhibition below about 30%; also: strong numbers were not always called active
NFkB transloc pot – enhancers of NFkB p65 translocation in HUVEC – imaging, IL-1B stimulus, high-content imaging, primary screen; HUVEC IL-1B NFkB p65 nuclear translocation imaging; activation, % at 2 µM; 94,000 tested, 0.3% active;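 active = activation above 40%, about the mean plus 3 SD, also judged a hit on visual image review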;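 also: percent activation is computed from the nuclear over cytoplasmic p65 intensity ratio; values of inactives mirror those of a sister screen read the other way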
MRP reversal cytotoxicity – further read-out of MRP reversal, marked with its call; viability, %; H69AR cells, CellTiter-Glo, 72 h; measured here: cytotoxicity without doxorubicin
MRP reversal with doxorubicin – also measured in MRP reversal; calls as there; viability, %; measured here: viability with 2 uM doxorubicin; stronger effect = lower value
IL1B NFkB inh cell count 2 µM – further read-out of IL1B NFkB inh, marked with its call; cell count; measured here: cells passing quality filter;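 raw number of nuclei counted in each imaged well without normalization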
NFkB transloc pot cell count 2 µM – second read-out of NFkB transloc pot, no call of its own (marks repeat the call); cell count; measured here: cells passing quality filter
* = called active by the depositor; / = no result given. These rows are one share of the data; the hit share may differ from the screen's.

Order of values: MRP reversal	IL1B NFkB inh cell count 2 µM	MRP reversal with doxorubicin	IL1B NFkB inh	Bcl-B displacement	PLAP inhibition	MRP reversal cytotoxicity	NFkB transloc pot cell count 2 µM	NFkB transloc pot
O=C(c1ccccc1)c1ccc2nc(N3CCN(C(=O)c4ccco4)CC3)c3nncn3c2c1
 : -18	159	36	5	-131%	-36%	18	159	-5
O=c1c2ccccc2nc(SCc2cn3ccsc3n2)n1-c1ccc(F)cc1
 : -44	134	85	-18	-1%	-35%	41	134	18
CC1=Nn2c(nc(-c3ccccc3)c2-c2ccccc2)NC(=O)C1Br (configuration not stated)
 : 11	181	85	-24	-4%	-91%	96	181	24
O=C(CCCCCCN1C(=O)c2ccccc2C1=O)Nc1nccs1
 : -4	140	100	-3	/	/	96	140	3
CCOc1ccc(NC(=O)CCN2CCN(S(=O)(=O)c3cc(Cl)ccc3OC)CC2)cc1
 : /	123	/	-22	-1%	-35%	/	123	22
CN(C)C(=O)c1cn(-c2ccccc2)nc1-c1cccs1
 : -3	158	93	3	6%	1%	89	158	-3
CCOc1ccc(N=C2NC(=O)S/C2=C\c2ccc(OC)cc2)cc1
 : -10	46	82	-22	-67%	3%	71	46	22
Cc1cc(C)c(C#N)c(SCC(=O)Nc2ccc(S(=O)(=O)Nc3onc(C)c3C)cc2)n1
 : /	/	/	/	-1%	-4%	/	/	/
O=C(c1cccs1)N1CCC(c2nc(-c3ccc(S(=O)(=O)N4CCOCC4)cc3)no2)CC1
 : -3	117	96	-40	4%	-67%	93	117	40
CCOC(=O)Cc1csc(SCc2nc3sc4c(c3c(=O)[nH]2)CCC4)n1
 : 5	196	88	-1	-5%	-6%	93	196	1
O=C(NCCCn1ccnc1)C(F)(F)C(F)(F)C(=O)NCCCn1ccnc1
 : -4	94	92	-13	-6%	-18%	88	94	13
COc1cc(S(=O)(=O)N2CCOCC2)c(OC)c(S(=O)(=O)N2CCOCC2)c1
 : /	166	/	-12	/	/	/	166	12
O=C(CSC1=NCCS1)Nc1ccnc2ccccc12
 : -3	/	65	/	2%	-1%	62	/	/
Cc1ccc(Nc2nc3c([nH]2)c(=O)[nH]c(=O)n3C)cc1
 : /	133	/	-7	4%	15%	/	133	7
CC1CCN(C(=O)CNC(=O)c2ccc(Cl)cc2Cl)CC1
 : /	155	/	2	1%	6%	/	155	-2
Cc1ccc([N+](=O)[O-])cc1NC(=O)c1ccc(C(C)(C)C)cc1
 : /	111	/	9	-3%	21%	/	111	-9
O=C1C=C(Nc2cccc(Cl)c2)CC(c2ccco2)C1 (configuration not stated)
 : -14	210	91	-2	2%	22%	78	210	2
CCc1cccc(C)c1NC(=O)CSc1nc2ccccc2n1CC(=O)N(C)C
 : 0	/	93	/	-6%	-8%	93	/	/
S=c1[nH]nc(C2CC2)n1Cc1ccco1
 : /	155	/	6	-1%	0%	/	155	-6
Cc1ccc(S(=O)(=O)c2nc(-c3ccc(F)cc3)oc2SCC(=O)NCC2CCCO2)cc1 (configuration not stated)
 : 2	149	27	-10	/	/	28	149	10

2 neighbouring compounds out of the list so far, quoted:
Order of values: MRP reversal	IL1B NFkB inh cell count 2 µM	MRP reversal with doxorubicin	IL1B NFkB inh	Bcl-B displacement	PLAP inhibition	MRP reversal cytotoxicity	NFkB transloc pot cell count 2 µM	NFkB transloc pot
S=c1[nH]nc(C2CC2)n1Cc1ccco1
 : /	155	/	6	-1%	0%	/	155	-6
Cc1ccc(S(=O)(=O)c2nc(-c3ccc(F)cc3)oc2SCC(=O)NCC2CCCO2)cc1 (configuration not stated)
 : 2	149	27	-10	/	/	28	149	10

The listing continues:
Order of values: MRP reversal	IL1B NFkB inh cell count 2 µM	MRP reversal with doxorubicin	IL1B NFkB inh	Bcl-B displacement	PLAP inhibition	MRP reversal cytotoxicity	NFkB transloc pot cell count 2 µM	NFkB transloc pot
O=C(NCCc1csc(-c2cccnc2)n1)c1ccccc1
 : 21	202	73	-11	-1%	14%	94	202	11
CC1(C)NC(=O)N(CCCOc2ccc(Br)cc2Cl)C1=O
 : 1	45	60	10	-12%	-22%	61	45	-10
O=C(c1cc(-c2ccc(O)cc2)on1)N1CCc2ccccc2C1
 : -4	60	88	-20	-17%	-26%	84	60	20
Cc1cc(NC(c2cccnc2)c2c(C)[nH]c3ccccc23)no1 (configuration not stated)
 : -3	/	79	/	-3%	-3%	76	/	/
CCc1cccc(C)c1NC(=O)c1ccoc1C
 : 9	110	77	-12	19%	-41%	86	110	12
Cc1ccnc(NC(=O)c2cc(-n3cnnc3)ccc2Cl)c1
 : 14	152	83	-13	/	/	97	152	13
Cc1cc(C)n(-c2nc3ccccc3c(=O)n2OCc2ccc(F)cc2)n1
 : /	205	/	-6	5%	-76%	/	205	6
CC(C)NC(=S)NNC(=O)C12CC3CC(CC(C3)C1)C2
 : 13	154	84	-6	4%	-71%	97	82	3
CCOC(=O)N1CCN(c2cc(=O)n(-c3ccc(OC)cc3)c(=O)[nH]2)CC1
 : 2	/	104	/	-2%	9%	106	/	/
COc1ccccc1Nc1nc(N)nc(CSc2ncccn2)n1
 : 5	107	83	4	-8%	15%	87	107	-4
CCCC(=O)Nc1ccc(Cl)c(NC(=O)C(C)(C)C)c1
 : -14	96	86	3	-5%	-9%	72	96	-3
CCOc1ccc(N2C(=O)CC(SC(=NC)Nc3ccc4c(c3)OCO4)C2=O)cc1 (configuration not stated)
 : /	165	/	-11	-6%	17%	/	165	11
Cc1ccc(SCc2ccc(C(=O)Nc3cc([N+](=O)[O-])ccc3C)cc2)cc1
 : /	122	/	5	-3%	6%	/	122	-5
CCn1cc(C2=NC(C)(C)CO2)c2ccccc21
 : -16	49	80	-16	8%	11%	64	49	16
COc1ccccc1S(=O)(=O)Cc1ccc(C(=O)NC(C)c2ccc3c(c2)OCCO3)o1 (configuration not stated)
 : 14	201	86	-5	5%	-29%	100	201	5
Cc1ccc2[nH]c(CCN(C)C)c(CC#N)c2c1
 : 8	75	74	6	-12%	18%	82	75	-6
COC(=O)C1=C(C)OC(N)=C(C#N)C1c1cc(C)sc1C (configuration not stated)
 : 4	71	92	-2	12%	23%	97	71	2
CC1CCN(C(=O)Cn2cc(C#N)c3ccccc32)CC1
 : -6	112	83	-13	/	/	77	112	13
COc1ccc(Cn2c(-c3ccc(OC)cc3)nc3ccccc32)cc1
 : -11	128	98	-24	/	/	87	128	24
COc1cccc(C2CC(c3ccc(Cl)cc3)Nc3nc(N)nn32)c1 (configuration not stated)
 : 8	/	93	/	-5%	-30%	101	/	/
Fc1ccc(Cl)cc1/C=N/n1cnnc1SCc1ccccc1
 : -4	149	98	-18	15%	19%	94	149	18
C#CC1(O)CC(C)N(C)C(C)C1 (configuration not stated)
 : -7	104	101	-28	0%	18%	93	104	28
CCn1c(SCC(=O)Nc2ccc3c(c2)OCO3)nnc1-c1cnccn1
 : -16	133	113	-9	/	/	96	133	9
CCCCc1c(O)nc(N2CCN(Cc3ccccc3)CC2)[nH]c1=O
 : 10	171	86	3	0%	-19%	97	171	-3
O=C(NCCCN1CCOCC1)c1c(O)c2ccccc2[nH]c1=O
 : 10	136	80	10	-14%	4%	90	136	-10
COC(=O)c1cc(=O)n2c(-c3ccc(OC)cc3)csc2n1
 : 5	175	86	19	-3%	1%	91	175	-19
Cc1cc(C)n(-c2nc(-c3ccccc3)cs2)n1
 : 6	159	85	-6	2%	4%	91	159	6
N#Cc1cc(Oc2cccnc2)c(Oc2cccnc2)cc1C#N
 : -4	172	82	6	22%	17%	78	172	-6
CC(=O)Nc1ccc(NC(=O)Cn2cnc3c(cnn3C(C)(C)C)c2=O)cc1
 : -17	62	74	1	8%	15%	57	62	-1
Cc1oc2c(c1C(=O)NCCO)CCCC2
 : /	174	/	-2	0%	24%	/	174	2
CCOc1cc(/C=C(/C#N)c2nc3ccccc3[nH]2)ccc1OCc1ccc(C(=O)O)o1
 : /	141	/	6	28%	-29%	/	141	-6
O=C(Oc1ccc(=O)n(-c2ccccc2)n1)c1cccc(Cl)c1
 : /	117	/	2	-5%	-6%	/	117	-1
CCn1cnc2c1c(=O)n(CC(=O)N1CCc3ccccc31)c(=O)n2Cc1ccccc1
 : 3	204	99	4	9%	5%	102	204	-4
Fc1ccccc1N1CC(c2ccccc2)C(c2cccs2)=N1 (configuration not stated)
 : 6	180	83	-9	-3%	-1%	88	180	9
NC(=O)CS(=O)(=O)c1nc2ccccc2n1Cc1ccccc1F
 : 28	150	76	-3	2%	7%	104	150	3
COC(=O)c1cccc(NC(=O)CN2CCN(Cc3ccccc3)CC2)c1
 : 11	143	81	4	13%	-44%	92	143	-4
O=C(O)CSCC(=O)Nc1ccc(C2CCCCC2)cc1
 : 7	192	96	-9	-2%	-2%	103	192	9
CCOC(=O)c1nc2cc3n(c(C)c-2c1C)C(C)C(CC)=C3C (configuration not stated)
 : -10	163	94	7	/	/	84	163	-7
CN(C(=O)CSc1nc(-c2ccccc2)cn1N)C(c1ccccc1)c1ccccc1
 : -1	85	86	-18	-4%	-55%	85	85	18
COc1ccc2c(c1OC)C(=O)N(c1ccccn1)C2
 : 6	120	69	7	6%	9%	76	120	-7
O=C(CC(c1ccccc1)c1ccccc1O)N1CCCC1 (configuration not stated)
 : 11	196	85	-8	-8%	-18%	96	196	8
COc1ccc(NC(=O)c2cc(-c3cc(C)cc(C)c3O)n[nH]2)cc1Cl
 : -10	217	31	1	-19%	1%	21	217	-1
O=C(CCc1ccc(CCC(=O)c2cccs2)s1)c1cccs1
 : 16	/	75	/	-90%	38%	91	/	/
CS(=O)(=O)N(CC(=O)N1CCN(Cc2ccc3c(c2)OCO3)CC1)c1ccc2c(c1)OCO2
 : 10	158	90	-14	-9%	-14%	100	158	14
O=C(Nc1nc2ccccc2n1CCN1CCCC1)C1CCCCC1
 : 0	186	86	-7	-1%	-164%	86	186	7
Cc1ccc(NC(=O)N(Cc2ccco2)C(C)c2ccco2)cc1C (configuration not stated)
 : 18	160	53	-6	-15%	-7%	71	160	6
O=C(O)COc1ccc2c(c1)CCCC2
 : -2	109	84	6	20%	3%	82	109	-6
O=C(CCn1c(=O)oc2ccccc21)N1CCCCCC1
 : 12	104	84	14	/	/	95	104	-14
COc1ccc2sc(NC(=O)c3ccco3)nc2c1
 : -8	138	79	-32	18%	-3%	71	138	32
Cc1cc(C)cc(N2CC(c3nc4ccccc4n3C)CC2=O)c1 (configuration not stated)
 : -25	/	76	/	-1%	-16%	51	/	/
COCCn1c(SCc2cccnc2)nnc1-c1ccco1
 : -5	151	102	-3	-4%	-84%	97	151	3
O=C(Nc1cc(C(F)(F)F)ccc1N1CCOCC1)c1cccc(F)c1
 : 13	68	78	-20	-8%	-10%	91	68	20
CC(=O)Nc1ccc2ccccc2c1
 : 11	132	88	1	-8%	8%	99	132	-1
COCCNc1nnc(SCC(=O)N2CCN(S(=O)(=O)c3ccccc3)CC2)s1
 : 1	167	90	9	4%	-55%	91	167	-9
COc1ccc(NC(=O)CC2CCCCC2)cc1OC
 : -1	171	86	2	-6%	-20%	85	171	-2
Cn1c(COc2ccc3ccccc3c2)nnc1SCC(N)=O
 : 1	174	92	9	-5%	8%	93	174	-9
CC1CCN(C(=S)c2cn(Cc3ccc(F)cc3)c3ccccc23)CC1
 : /	93	/	-1	-2%	4%	/	93	1
CCOC(=O)c1c(C)c(C(=O)NC(C)COC)c(C)n1CC (configuration not stated)
 : 9	/	81	/	3%	-5%	90	/	/
O=C(CNC(=O)OCc1ccccc1)NCC(=O)N1CCCC1C(=O)OCc1ccccc1 (configuration not stated)
 : 9	138	84	4	2%	-24%	94	138	-4
CCOc1ccc(N2C(=O)c3cccnc3C2Nc2ccc(C)cc2)cc1 (configuration not stated)
 : 6	100	81	4	-10%	5%	86	100	-4
Cc1nn(Cc2ccc(Cl)cc2)c(C)c1NC(=O)c1noc2c1CCc1ccccc1-2
 : 18	119	81	-4	-2%	5%	99	119	4

From PubChem BioAssay
